OX1R antag-1: OX1R (HCRTR1) antagonists, primary screen, fluorescence, CHO/OX1R cells, Fluo-8 calcium, orexin A; 330,000 tested, 0.43% active; Orexin/Hypocretin receptor type 1 (Homo sapiens), O43613; AID 434989, 2010; Fluo-8 calcium fluorescence; inhibition, % at 5 µM;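 active means inhibition above its plate's threshold, mean inhibition of all tested compounds on the plate plus 3 SD, cut at about 37% in these data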;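 further: 0% = orexin A challenge wells and 100% = SB-334867-A antagonist wells; not every result past the cut was called active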
Target sequence (O43613 whole entry, looked up): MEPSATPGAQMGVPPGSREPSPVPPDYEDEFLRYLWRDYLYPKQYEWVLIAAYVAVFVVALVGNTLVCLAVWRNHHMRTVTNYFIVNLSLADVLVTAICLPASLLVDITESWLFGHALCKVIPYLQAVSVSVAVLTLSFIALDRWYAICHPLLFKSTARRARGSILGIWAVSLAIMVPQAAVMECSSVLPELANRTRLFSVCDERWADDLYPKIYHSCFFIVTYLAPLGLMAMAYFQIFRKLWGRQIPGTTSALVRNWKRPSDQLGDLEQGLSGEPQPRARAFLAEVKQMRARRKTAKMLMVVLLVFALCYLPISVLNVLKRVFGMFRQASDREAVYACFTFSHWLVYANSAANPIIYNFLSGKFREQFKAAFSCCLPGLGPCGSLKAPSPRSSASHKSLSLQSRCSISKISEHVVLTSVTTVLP
OX1R antag-2: antagonists of human orexin 1 receptor (OX1R); Orexin/Hypocretin receptor type 1 (Homo sapiens), O43613; OX1R-expressing cells, FRET antagonist read-out; inhibition, % at 6.6 µM; 330,000 tested, 1.8% active; AID 485270, 2010; in the data active means inhibition mostly above about 38%, no sharp cut-off; inactive means mostly below about 40%;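 further: 0% = agonist challenge alone and 100% = reference antagonist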
STK33 kinase inh: inhibitors of purified STK33 kinase, primary screen, biochemical, ADP-Glo luminescence, homogeneous, cell-free | inhibition, % at 10 µM | AID 2661, 2010 | MBP phosphorylation | 320,000 tested, 0.073% active | Serine/threonine-protein kinase 33 (Homo sapiens), Q9BYT3;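 active means inhibition at or above 25%, using the most active replicate where run in duplicate; inactive means inhibition below 25%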
Target sequence (Q9BYT3 whole entry, looked up): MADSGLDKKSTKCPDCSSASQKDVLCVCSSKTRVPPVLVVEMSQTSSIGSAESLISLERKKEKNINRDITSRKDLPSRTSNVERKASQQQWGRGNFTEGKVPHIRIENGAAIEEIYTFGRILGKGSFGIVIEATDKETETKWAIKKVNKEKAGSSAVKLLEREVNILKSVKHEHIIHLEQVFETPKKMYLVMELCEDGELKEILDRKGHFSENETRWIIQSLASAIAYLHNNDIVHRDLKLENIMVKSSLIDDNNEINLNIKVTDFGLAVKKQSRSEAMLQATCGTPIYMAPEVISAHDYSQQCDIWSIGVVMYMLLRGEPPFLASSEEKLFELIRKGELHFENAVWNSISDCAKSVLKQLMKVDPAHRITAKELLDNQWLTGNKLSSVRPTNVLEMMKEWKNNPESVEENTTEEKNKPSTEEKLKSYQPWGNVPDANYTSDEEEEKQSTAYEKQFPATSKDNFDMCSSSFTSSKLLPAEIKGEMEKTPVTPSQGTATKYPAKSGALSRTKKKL
The depositor's hits bear a star; x = no result given. Compounds as they come. About 2.2% of those tested had a hit in this group.

SMILES	OX1R antag-1	OX1R antag-2	STK33 kinase inh
CN(C)C(=O)COC(=O)c1ccccc1Nc1ccc(SC(F)F)cc1	-27	11	0.9
COc1ccc(Nc2nnc(-c3ccc(C)cc3)c3ccccc23)cc1C(=O)N1CCCCC1	-10	15	0.1
CC(C)CN(CCCNC(=O)CN1C(=O)COc2ccc(S(=O)(=O)N3CCC(C)CC3)cc21)CC(C)C	-18	13	-4.1
Fc1cccc(Cl)c1CNCCCSc1ncccn1	-25	6	-1.5
COc1nnc(-c2ccc(N3CCOCC3)c(NC(=O)C3CCCCC3)c2)c2ccccc12	-21	10	1.4
COc1ccc(/C=N/NC(=O)CNC(=O)c2ccc(S(=O)(=O)N3CCCC3)cc2)c(OC)c1	-8	8	-0.1
COc1ccc(/C=N/NC(=S)NCCc2ccccc2)cc1	-37	1	-0.8
CC1(C)C(=O)Nc2ccccc2N1C(=O)COC(=O)c1cccnc1	5	-5	2.6
CCCn1c(SCCc2ccccc2)nc2c1c(=O)[nH]c(=O)n2C	-13	30	-1.7
COc1ccc(C(=O)NNC(=O)C2(C)CC2(Br)Br)cc1 (stereo not drawn)	-4	13	2.4
Cc1ccc(C(=O)N2CCN(c3ccc(NC(=O)CSc4ccc(Cl)cc4)cc3)CC2)cc1	0	12	4.7
O=C(CNCCC1=CCCCC1)Nc1ccccc1N1CCCCC1	-5	6	0.1
CCCOC(=O)CCCCC1SCC(NC(=O)OC)C1NC(=O)OC (stereo not drawn)	-18	31	-0.8
CCOc1ccccc1NC(=O)CCc1c(C)nn(-c2ccc(N3CCCCC3)nn2)c1C	-19	18	-0.8
CCOC(=O)C1=C(C)N=C2c3ccccc3C(=O)C2C1c1ccccc1 (stereo not drawn)	-25	25	1.8
COc1ccc(C(=O)NCc2ccc(-c3nc4ccccc4s3)cc2)cc1OC	-19	14	-1.1
CCC1(c2ccccc2)NC(=O)N(Cc2cccc([N+](=O)[O-])c2)C1=O (stereo not drawn)	-4	3	-1.1
Cc1cc(C)cc(NC(=O)COc2coc(CN3CCc4ccccc4C3)cc2=O)c1	-34	18	-1.4
Cc1ccccc1C1CC(c2cccs2)=NN1S(C)(=O)=O (stereo not drawn)	-5	7	-1.7
CCCC(C(=O)Nc1ccc2c(C)cc(=O)oc2c1)c1ccccc1 (stereo not drawn)	1	23	0.5
O=C(COC(=O)Cn1[nH]c(=O)c2ccccc2c1=O)NNC(=O)c1ccc(Br)cc1	-23	9	x
CCCCn1nc(-c2ccccc2)c2nc3ccccc3nc21	-1	12	0.0
CC(NC(=O)C1CCCN(S(=O)(=O)c2ccc(-n3cnnn3)cc2)C1)c1ccc(F)cc1 (stereo not drawn)	-21	8	-0.4
CC1CC(=O)NN=C1c1ccc(N(C)C)c([N+](=O)[O-])c1 (stereo not drawn)	-23	26	-0.4
Cc1ccc(OCC(O)Cn2c(=N)n(CCN3CCCCC3)c3ccccc32)cc1 (stereo not drawn)	-21	8	-0.6
Cc1cc(N2C(=O)CC(Cc3ccccc3)C2=O)no1 (stereo not drawn)	-9	13	2.0
Cc1cc(=O)[nH]c(SCc2ccc(Cl)cc2Cl)n1	-6	-4	-2.1
c1ccc2c(c1)ncn2-c1ccc(-c2ccnc3ncnn23)cc1	-6	48	x
Cc1ccc(C2=NN(C(=O)CCCC(=O)O)C(c3ccco3)C2)cc1 (stereo not drawn)	-7	0	-1.4
CC(C)Oc1ccc(/C(O)=C2/C(=O)C(=O)N(CCCn3ccnc3)C2c2cccnc2)cc1 (stereo not drawn)	-6	7	0.8
CC1=CC(C)C(C(=O)O)C(C(=O)N2CCN(C)CC2)C1 (stereo not drawn)	-9	10	-1.2
CC1CCCCC1NC(=O)NC(=O)COC(=O)c1cncc(Br)c1 (stereo not drawn)	-12	-1	x
Cc1occc1-c1nnc(SCC(=O)N(C)CCC#N)n1N	-16	18	-0.6
CN(/N=C/c1ccc(C(C)(C)C)cc1)C1=NCCN1	-3	8	0.6
CSc1nsc(SCC(=O)NC2CCCCC2)n1	-16	35	-0.7
Cc1ccc(N(C(=O)c2csnn2)C(C(=O)NC2CCCC2)c2ccccn2)c(C)c1 (stereo not drawn)	-26	-5	0.1
CC(=O)NCCOc1nc(N(C)C)nc(N(C)C)n1	-3	11	3.0
COC(=O)C1=C(C)N=C2SC(C)C(=O)N2C1/C=C/c1ccccc1 (stereo not drawn)	-24	14	-2.1
NC(N)=NC(N)=Nc1ccc(O)cc1	-39	2	4.2
CN(C)C(CNC(=O)c1ccc(NS(=O)(=O)c2ccc(F)c(F)c2)cc1)c1ccccc1 (stereo not drawn)	-25	11	-0.6
COc1ccc(N2CCN(S(=O)(=O)CCNC(=O)c3cc(=O)c4ccccc4o3)CC2)cc1	-17	8	-0.3
COc1ccc(C2=NOC(C(=O)O)C2)cc1 (stereo not drawn)	4	11	-1.7
CN(C)c1ccc(NC(=O)CC(NCc2ccccn2)C(=O)O)cc1 (stereo not drawn)	-28	36	-1.5
Cc1c(F)cccc1NS(=O)(=O)c1ccc2c(c1)NC(=O)CO2	-17	14	-4.2
CC(=O)Oc1ccc(/C=N/NC2=NS(=O)(=O)c3ccccc32)cc1	-14	-2	-1.4
CCOc1cc(CNn2nnnc2N)cc(Cl)c1OCC(=O)NC(C)(C)C	4	0	1.3
N#Cc1cc(Cl)c(N2CCOCC2)cc1C#N	-7	21	-0.3
COc1ccc(NC(=O)c2cccc(S(=O)(=O)Nc3ccc(Br)cc3)c2)cn1	4	40	-1.0
CC1CCCCN1S(=O)(=O)c1ccc(C(=O)N(CCCN(C)C)c2nc3cc4c(cc3s2)OCO4)cc1 (stereo not drawn)	-17	2	-5.8
CCOC(=O)CNC(=O)COc1ccc(Cl)cc1Br	-5	6	-2.3
COC(=O)C1=CN(C2CC2)C=C(C(=O)OC)C1c1ccc(C(=O)OC)cc1	-5	10	-1.6
O=C1CC(SCCO)C(=O)N1c1ccc(Oc2ccccc2)cc1 (stereo not drawn)	0	13	-1.5
CN(C)C(=O)CNC(=O)CN1C(=O)NC2(CCCc3sccc32)C1=O (stereo not drawn)	7	3	-0.5
COC(=O)c1ccc(N(CC(=O)NC2CCCCC2)C(=O)CNC(=O)c2ccco2)cc1	-25	4	-0.5
CC1CCCC(C)N1C(=O)COC(=O)CCc1nc2ccccc2c(=O)[nH]1 (stereo not drawn)	-23	-1	0.4
CC(C)Oc1cc(S(=O)(=O)N2CCCCC2)ccc1N	-18	8	0.3
O=C(NCCCn1ccnc1)C(=O)NCC(c1cccnc1)N1CCN(c2ccc(F)cc2)CC1 (stereo not drawn)	-22	6	-0.8
CCOC(=O)C(=NC1CCS(=O)(=O)C1)NNc1cc(Cl)ccc1Cl (stereo not drawn)	-8	25	1.1
O=c1ccn(-c2ccccc2)[nH]1	-5	5	-1.6
CCOc1ccc2oc(=O)cc(CN3CCN(C(=O)c4ccco4)CC3)c2c1	-22	19	0.9

Additional compounds:
SMILES	OX1R antag-1	OX1R antag-2	STK33 kinase inh
Cc1cc2ccccn2c1C(=O)Nc1cccc(Cl)c1	-48	16	-3.0
CC(=O)C1=C(C)NC(SCc2cccc([N+](=O)[O-])c2)=C(C#N)C1c1ccco1 (stereo not drawn)	-17	40	-1.2
COc1ccc(/C=C/C(=O)Nc2ccc(C)c(S(=O)(=O)N3CCOCC3)c2)cc1	7	10	x
CC(C)(C)NC(=O)C[n+]1ccc(C(N)=O)cc1	2	26	-0.4
O=[N+]([O-])c1ccc(NC(=S)NCC(c2cccnc2)N2CCOCC2)cc1 (stereo not drawn)	-6	12	x
COc1ccc(-c2nc3ccccc3c(=O)n2NC(=O)c2cccnc2Cl)cc1OC	-2	8	-2.3
CN(Cc1nccn1C)C(=O)CCc1nnc(CCC2CCCCC2)o1	-11	13	0.0
NC(=O)CCCC1=NS(=O)(=O)c2ccccc2N1	-12	17	-0.2
CCNS(=O)(=O)c1ccc(NC(=O)Nc2ccc3c(c2)OCO3)cc1	-9	14	-0.3
COc1cccc(C2=NOC(C(=O)NC3CCCCC3)C2)c1 (stereo not drawn)	-16	15	-0.1
COc1ccc(N2CCN(C(CNC(=O)c3ccc4c(c3)OCO4)c3cccnc3)CC2)cc1 (stereo not drawn)	-8	15	-2.2
Cn1c(=O)c2c(ncn2CC(=O)OCC(=O)Nc2cccc(Cl)c2)n(C)c1=O	-7	9	-1.0
N/C(CS(=O)(=O)c1ccccn1)=N\OC(=O)c1ccc(Cl)cc1	-9	11	-1.3
COc1ncccc1-c1nnn(-c2ccc(Cl)c(Cl)c2)n1	-34	28	-0.4
COc1ccc(-n2c(C)cc(/C=C3\C(=N)N4N=C(CC(=O)N5CCOCC5)SC4=NC3=O)c2C)cc1	-17	11	-0.1
CCc1nnc2n1N=C(c1ccc(Cl)cc1)CS2	-31	2	2.3
CCSc1nc2c(c(-c3ccc(C)o3)c1C#N)CCCC2	-29	0	0.1
Cn1c(N2CCN(C(c3ccccc3)c3ccccc3)CC2)nc2c1c(=O)[nH]c(=O)n2C	-24	2	-4.9
Clc1ccc(OCc2cc(-c3ccccc3)no2)cc1Cl	-6	11	-0.3
CN1CCC(N(C)C(=O)CCc2nc3ccccc3n2-c2ccccc2)CC1	-26	12	1.9
CCn1c(=O)c(C(=O)NCCNCCO)c(O)c2ccccc21	-29	9	1.5
Cc1ccc(N2C(=O)CN=C2Nc2nc(C)cc(C)n2)cc1	3	7	-2.3
CC1CCN(CCCn2c(=S)[nH]c3ccccc3c2=O)CC1	-24	9	0.0
CCOC(=O)C1CCN(C(=O)COc2ccc(Cl)cc2C)CC1	-16	18	-3.6
Cc1ccnc2nc(C(=O)NC3CCCc4ccccc43)nn12 (stereo not drawn)	-14	22	0.0
CCN(CC(=O)Nc1ccc(NC(C)=O)cc1)C(=O)c1ccccc1SCc1c(C)noc1C	-27	7	-2.4
Cc1cc(NC(=O)CSc2ncccn2)no1	-15	7	2.5
CC(C)=CCN1CCN(Cc2cnc(N3CCOCC3)s2)CC1CCO (stereo not drawn)	-2	5	0.4
O=C(NCCC(=O)N1CCN(C(=O)c2ccco2)CC1)c1ccccc1Cl	-6	11	-0.3
O=S(=O)(c1ccccc1)c1ncc(C(F)(F)F)cc1O	-12	23	1.1
Cc1cc(C)n2nc(SCC(=O)Nc3ccc(F)c(F)c3F)nc2n1	-24	1	-1.1
CC(=O)OCC(=O)[C@H]1CC[C@H]2[C@@H]3CC=C4C[C@@H](O)CC[C@]4(C)[C@H]3CC[C@]12C	-13	11	-0.3
O=C1CCC(C(=O)Nc2ccc([N+](=O)[O-])cc2)N1 (stereo not drawn)	-1	12	0.8
CCOC(=O)C1=C(C)N=C2SCCC(=O)N2C1c1ccc(OC)cc1 (stereo not drawn)	-21	14	-0.5
Cc1cc(NC(=O)c2ccc(F)cc2)n(-c2ccccc2)n1	-13	10	1.0
COC(=O)[C@H](CC(C)C)NC(=O)Nc1ccc(S(N)(=O)=O)cc1	-15	10	-0.3
Cc1nc2ccccc2cc1O	-13	11	-0.5
COc1ccc(N2CCN(C(=O)COc3ccc4ccccc4c3)CC2)cc1	-16	11	-1.1
COc1cc(/C=C/C(=O)O)ccc1OCc1ccc([N+](=O)[O-])cc1	-11	14	1.8
Cc1nn(CC(=O)Nc2cccnc2)c(C)c1[N+](=O)[O-]	-8	6	-1.5

Some of these compounds in order of the OX1R antag-2 value, largest number first.
SMILES	OX1R antag-1	OX1R antag-2	STK33 kinase inh
O=S(=O)(c1ccccc1)c1ncc(C(F)(F)F)cc1O	-12	23	1.1
CCOC(=O)C1CCN(C(=O)COc2ccc(Cl)cc2C)CC1	-16	18	-3.6
CCOC(=O)C1=C(C)N=C2SCCC(=O)N2C1c1ccc(OC)cc1 (stereo not drawn)	-21	14	-0.5
O=C(NCCC(=O)N1CCN(C(=O)c2ccco2)CC1)c1ccccc1Cl	-6	11	-0.3
CCN(CC(=O)Nc1ccc(NC(C)=O)cc1)C(=O)c1ccccc1SCc1c(C)noc1C	-27	7	-2.4
Cc1cc(C)n2nc(SCC(=O)Nc3ccc(F)c(F)c3F)nc2n1	-24	1	-1.1

(continued)
SMILES	OX1R antag-1	OX1R antag-2	STK33 kinase inh
CC1CCN(C(=O)c2ccc(S(=O)(=O)NCc3ccco3)cc2)CC1	-16	12	0.5
CCOC(=O)c1ccc(NC(=O)CN2C(=O)CSC2=O)cc1	-4	8	0.1
O=C(Cn1ccc(NC(=O)OCc2ccccc2)nc1=O)NCc1ccc2c(c1)OCO2	-11	2	-0.2
CCOc1ccccc1-n1nnnc1SCC(=O)N1CCCC1=O	-13	-1	0.2
CCN(CC)CCCNc1cc(C)nc2cc(-c3cccs3)nn12	-13	-1	0.7
CCNC(=S)Nc1cccc([N+](=O)[O-])c1	3	24	-1.1

Part of the list above, as a markdown table.
| SMILES | OX1R antag-1 | OX1R antag-2 | STK33 kinase inh |
| --- | --- | --- | --- |
| Cc1cc2ccccn2c1C(=O)Nc1cccc(Cl)c1 | -48 | 16 | -3.0 |
| CC(C)Oc1cc(S(=O)(=O)N2CCCCC2)ccc1N | -18 | 8 | 0.3 |
| CN(Cc1nccn1C)C(=O)CCc1nnc(CCC2CCCCC2)o1 | -11 | 13 | 0.0 |
| CC(=O)OCC(=O)[C@H]1CC[C@H]2[C@@H]3CC=C4C[C@@H](O)CC[C@]4(C)[C@H]3CC[C@]12C | -13 | 11 | -0.3 |
| O=c1ccn(-c2ccccc2)[nH]1 | -5 | 5 | -1.6 |
| Cc1occc1-c1nnc(SCC(=O)N(C)CCC#N)n1N | -16 | 18 | -0.6 |
